Source: PubChem (several laboratories)
MOR-DOR inv ag: inverse agonists of MOR-DOR heterodimerization, primary screen, cell-based, luminescence; 0.21% of 340,000 active; inhibition, % at 9.3 µM; AID 504357, 2011; cell-based MOR-DOR heterodimer luminescence, inverse agonism; in the data active means inhibition above about 22%, passing the limit was not always enough;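 further: 0% = cells with DMSO and 100% = wells without cells with DMSO; values of inactives mirror those of a sister screen read the other way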
Target sequence (P35372 whole entry, looked up): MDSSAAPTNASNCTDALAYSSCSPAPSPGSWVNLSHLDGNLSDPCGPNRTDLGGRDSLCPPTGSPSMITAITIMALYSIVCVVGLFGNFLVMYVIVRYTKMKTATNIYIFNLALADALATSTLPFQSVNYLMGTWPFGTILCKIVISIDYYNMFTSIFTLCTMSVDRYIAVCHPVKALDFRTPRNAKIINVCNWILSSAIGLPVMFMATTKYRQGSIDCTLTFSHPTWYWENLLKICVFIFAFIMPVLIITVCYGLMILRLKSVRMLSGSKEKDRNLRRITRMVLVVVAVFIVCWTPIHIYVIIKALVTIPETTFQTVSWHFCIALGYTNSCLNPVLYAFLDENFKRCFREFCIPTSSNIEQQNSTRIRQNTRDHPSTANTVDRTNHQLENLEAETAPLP
Target sequence (P41143 whole entry, looked up): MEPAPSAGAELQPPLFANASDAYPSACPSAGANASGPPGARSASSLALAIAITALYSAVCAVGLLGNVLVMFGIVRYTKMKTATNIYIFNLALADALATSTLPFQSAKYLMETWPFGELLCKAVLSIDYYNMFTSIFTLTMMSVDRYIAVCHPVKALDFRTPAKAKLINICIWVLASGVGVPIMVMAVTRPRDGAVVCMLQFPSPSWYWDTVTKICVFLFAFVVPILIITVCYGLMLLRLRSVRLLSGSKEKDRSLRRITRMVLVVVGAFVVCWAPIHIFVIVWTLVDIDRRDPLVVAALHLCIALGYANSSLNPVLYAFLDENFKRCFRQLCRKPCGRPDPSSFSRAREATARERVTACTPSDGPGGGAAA
PKA-R1A act: activators of PKA-R1A holoenzyme, primary screen, biochemical, fluorescence polarization, Cy5-IP20, bovine R1A, mouse PKAc; 0.083% of 340,000 active; activation, % at 11.4 µM; AID 504707, 2011; PKA-R1A dissociation; scaled: DMSO 0%, 113 µM cGMP 100%; cAMP-dependent protein kinase type I-alpha regulatory subunit (Bos taurus) + …;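 active means percent activation above the mean of all tested compounds plus 3 SD, cut at about 19% in these data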;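 further: higher means more PKAc released from R1A so a rise in polarization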
HTR5A inv ctr: HTR5A inverse agonists in luminescence cell assay, primary screen, counter-screen for OPRM1-OPRD1 heterodimer inverse agonist project, full-deck HTS | HTR5A cell line, inverse agonism | inhibition, % at 9.3 µM | 0.083% of 340,000 active | AID 504634, 2011; in the data active means inhibition mostly above about 23%, no sharp cut-off; inactive means mostly below about 18%;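 further: 0% = cells with DMSO and 100% = no-cell wells with DMSO; some compounds called inactive have numbers as strong as hits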
SUMO Mot1 rescue: yeast Mot1-301 growth rescue at high temperature, primary screen, SUMOylation pathway inhibitor project, S. cerevisiae, ATP luminescence, 38.5C; S. cerevisiae Mot1-301 growth rescue; percent above DMSO median, 100 means doubled; growth rescue, % at 18.8 µM; 1% of 320,000 active; AID 2716, 2010;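 active means every valid replicate shows activation above 250% relative to neutral control wells; inactive means the rest, any valid replicate at or below 250%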;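 further: OY570 slx delta 5 strain wells were the positive control but not used for scaling; some compounds called inactive have numbers as strong as hits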
OPRM1-OPRD1 ag: agonists of OPRM1-OPRD1 heterodimerization, primary screen, cell-based, luminescence. cells. activation, % at 9.3 µM. 0.3% of 340,000 active; in the data active means activation above about 18%;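 further: 0% = vehicle-treated cells and 100% = reference agonist; values of inactives mirror those of a sister screen read the other way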
Tat transport: E. coli Tat export inhibitors, primary screen, MC4100, TorA-mCherry reporter, fluorescence, single point. 0.036% of 340,000 active. inhibition, % at 10 µM;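 active means mean replicate inhibition at least 50% and at least half of replicates individually reaching 50%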;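 further: exported cargo escapes ClpAP degradation while cytoplasmic cargo is degraded and loses fluorescence; 0% = median of neutral control wells and 100% = median of NaSCN control wells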
Ecoli viability: E. coli V3065 growth inhibition, primary screen, counter-screen for AddAB inhibitor project, absorbance, OD600; 18 h; inhibition, % at 11.9 µM; 0.27% of 330,000 active; AID 449728, 2010;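 active means inhibition above the campaign's mean inhibition across all tested compounds plus 3 SD, cut at about 9.9% in these data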;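 further: uninfected addAB+ strain grown without phage in ampicillin broth; 0% = DMSO wells and 100% = ciprofloxacin 0.95 µg/ml wells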
AddAB inh: growth inhibition of E. coli expressing H. pylori AddAB, primary screen, AddAB inhibitor project, absorbance; inhibition, % at 11.9 µM; 0.29% of 330,000 active; in the data active means inhibition above about 12%;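 further: 0% = vehicle wells of infected cells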
PfHsp90 set2: growth inhibition of PfHsp90-expressing yeast, primary screen, antimalarial PfHsp90 inhibitor project, S. cerevisiae, BacTiter-Glo luminescence, single point, set 2; AID 504621, 2011; BacTiter-Glo ATP, 48 h; yeast lacking PDR1 and PDR3 efflux regulators; 0.32% of 310,000 active; inhibition, % at 9.4 µM;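 active means every replicate shows inhibition above about 80%, whatever the replicate mean, limit read from the data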;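 further: 0% = DMSO neutral controls and 100% = 20 µM radicicol positive controls; yeast relying on Plasmodium falciparum Hsp90 in place of its own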
PKA-R2B act: activators of PKA-R2B holoenzyme, primary screen, biochemical, fluorescence polarization, Cy5-IP20, human | 0.079% of 340,000 active | PKA-R2B holoenzyme dissociation; R2B truncated from residue 108, S112A mutant; 0% DMSO only, 100% 113 µM cGMP | activation, % at 11.4 µM | cAMP-dependent protein kinase catalytic subunit beta (Homo sapiens) + cAMP-dependent … | AID 504700, 2011;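 active means activation above a cutoff set at the mean over all compounds plus 3 SD, cut at about 18% in these data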;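 further: higher means more holoenzyme dissociation and a rise in polarization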
phage Ecoli inh: growth loss of phage-infected E. coli, primary screen, RecBCD inhibitor project, absorbance, with phage, HTS; inhibition, % at 11.9 µM; 0.26% of 360,000 active; in the data active means inhibition above about 11%
* = called active by the depositor; nt = no result given.

No.	structure	MOR-DOR inv ag	PKA-R1A act	HTR5A inv ctr	SUMO Mot1 rescue	OPRM1-OPRD1 ag	Tat transport	Ecoli viability	AddAB inh	PfHsp90 set2	PKA-R2B act	phage Ecoli inh
1	Nc1nnc(CC(=O)N/N=C/c2ccccc2OCc2ccccc2F)s1	9	-7	2	21	-1.9	4	-2.6	0.2	-8	-5	2.6
2	O=C(NCC1CCCO1)c1cc(S(=O)(=O)N2CCOCC2)ccc1Cl (stereo unspecified)	-1	-4	1	0	0.2	5	0.8	2.3	13	7	1.4
3	CC(NC(=O)CN1C(=O)NC2(CCCCCC2)C1=O)c1ccccc1Cl (stereo unspecified)	15	-5	-12	-24	-3.8	-7	-2.1	0.6	nt	-6	1.2
4	Cc1cc(C(=O)COC(=O)c2ccc([N+](=O)[O-])o2)c(C)n1CC1CCCO1 (stereo unspecified)	-21	-1	-4	13	4.5	-1	1.0	-0.3	3	-1	2.0
5	COc1ccccc1CNC(=O)c1c(O)c2cc(OC)c(OC)cc2[nH]c1=O	-13	-4	12	-6	2.2	-16	-2.3	0.7	2	-10	0.9
6	COc1cc(O)cc2occ(-c3ccc(O)cc3)c(=O)c12	14	0	20	-13	-2.8	-2	-3.0	1.9	-9	-2	3.1
7	CC[C@]12c3[nH]c4ccc(OC)cc4c3CCN1C(=O)C(CC(=O)NC/C=C(\C)CCC=C(C)C)C[C@@H]2C(=O)N1CCN(C(=O)C2CC2)CC1 (stereo partly specified)	10	-9	0	nt	-1.9	31	-0.9	-1.9	2	2	1.0
8	COC(=O)CCN1CCC(C(N)=O)CC1	12	-3	-4	51	-2.0	-1	0.6	0.2	-13	9	-0.2
9	CSc1nc(Cc2ccccc2)nc2ccccc12	-10	8	-30	nt	2.1	-3	0.6	0.9	-3	1	3.9
10	Cc1cc(-c2ccccc2)c(C#N)c(=S)[nH]1	3	8	-3	-2	-0.5	-11	2.0	2.8	-9	-2	3.5
11	O=C(Cc1ccccc1Cl)Nc1cccc(S(=O)(=O)N2CCCCCC2)c1	5	12	-3	5	-1.1	-4	1.8	2.2	0	0	2.6
12	Cc1ccc(C(=O)Nc2ccc3c(c2)ncn3C)cc1	13	-3	19	-7	-2.2	7	1.2	1.0	-8	-9	2.9
13	COc1cc(S(=O)(=O)N2CCCN(C)CC2)ccc1NC(C)=O	7	-1	-6	1	-1.2	6	1.8	2.4	-5	0	-2.5
14	CCOc1ccc(S(=O)(=O)NCCC(=O)Nc2ccncc2)cc1	10	1	-7	17	-1.9	0	-0.6	1.9	10	-5	2.5
15	CCN(C(=O)COC(=O)c1ccc(N2C(=O)c3ccccc3C2=O)cc1)C1CCS(=O)(=O)C1 (stereo unspecified)	7	2	-1	581	-1.4	0	-0.1	1.3	-19	-3	2.7
16	CCNc1nc(SC(C)C(=O)Nc2ccccc2)nc(N(C)C)n1 (stereo unspecified)	5	-8	-10	-1	-1.1	6	-0.5	0.3	nt	8	-0.7
17	O=C(NC1(C(F)(F)F)NC(=O)N(Cc2cccnc2)C1=O)c1cccs1 (stereo unspecified)	11	-11	13	8	-2.6	1	-0.3	0.6	-15	-17	-1.4
18	CC(=O)Nc1ccc(OCC(O)CN2CCN(Cc3ccccc3)CC2)cc1 (stereo unspecified)	3	-9	-2	3	-0.6	1	1.2	1.6	-14	8	2.2
19	O=C(NC(=S)N1CCCCC1CO)C12CC3CC(CC(C3)C1)C2 (stereo unspecified)	-2	0	2	5	0.5	-5	-0.1	1.3	-3	0	3.9
20	COc1ccc(-c2nnc(-c3ccc(N(C)C)cc3)o2)cc1	13	-9	-13	0	-2.5	-11	1.2	2.3	10	-4	-1.1
21	CC(=O)c1cccc(NC(=O)NCCS(C)=O)c1 (stereo unspecified)	9	-6	10	-4	-1.8	-3	2.0	-0.2	nt	-3	nt
22	COc1cc(NC(=O)c2ccc(-c3csc(C)n3)cc2)c(OC)cc1Cl	-26	-8	13	28	5.3	-12	-2.8	-1.0	-16	-2	2.4
23	COc1ccc(C(=O)NC(=S)Nc2nc(-c3ccc(OC)c(Br)c3)cs2)cc1Br	16	-2	-7	-4	-3.1	-1	-1.4	2.4	-1	6	0.1
24	CNC(=S)Nc1sc2c(c1C(=O)OC)CCC2	-2	-3	2	nt	0.3	-8	2.9	0.0	18	5	1.9
25	Cc1c(CNCCc2ccc(Cl)cc2)c(C(=O)O)c(C)n1Cc1ccccc1	13	-4	10	-2	-2.5	3	-1.5	1.6	-21	-1	2.1
26	COC(=O)c1sccc1NC(=O)c1ccncc1	4	-12	-7	-5	-0.7	-1	1.8	4.1	-5	-3	0.9
27	Cc1ccc(S(=O)(=O)N[C@H](C(=O)OCn2nnc3ccccc3c2=O)C(C)C)cc1	12	-6	-20	20	-2.2	-2	0.3	1.9	-4	-2	2.2
28	Cc1ccc(-c2cc(C(=O)N3CCCC3)no2)cc1	13	8	20	29	-2.4	-4	2.9	3.5	1	1	1.6
29	Cc1ccc2c(CC(=O)N3CCN(S(=O)(=O)c4ccccc4)CC3)coc2c1	5	-2	15	nt	-0.8	18	nt	nt	5	-5	-2.7
30	COc1ccccc1CNC(=O)C(NC(=O)c1ccccc1C)C(C)C (stereo unspecified)	10	-13	8	-9	-1.7	2	-2.2	-1.9	-1	-12	4.8

New compounds follow:
No.	structure	MOR-DOR inv ag	PKA-R1A act	HTR5A inv ctr	SUMO Mot1 rescue	OPRM1-OPRD1 ag	Tat transport	Ecoli viability	AddAB inh	PfHsp90 set2	PKA-R2B act	phage Ecoli inh
31	COc1ccc(OC)c(NC(=O)C2CC2c2ccccc2)c1 (stereo unspecified)	1	5	-4	-2	-0.1	3	2.0	1.4	-55	5	4.6
32	C=CCOc1ccc(C=Nc2ccc(OC)cc2)c(O)c1	15	-1	-7	-8	-3.0	-6	-1.7	-0.7	14	-3	6.0
33	COc1ccc(C(=O)C(C)OC(=O)c2cccc(S(=O)(=O)Nc3c(C)n(C)n(-c4ccccc4)c3=O)c2)cc1 (stereo unspecified)	0	1	-7	9	0.0	4	-0.8	-1.9	-22	7	4.6
34	COc1ccc2nc(SCC(=O)Nc3ccc4c(c3)OCCO4)[nH]c2c1	1	10	-22	-12	-0.1	13	-3.2	0.5	1	-6	2.5
35	OCCC1CN(Cc2cccc(O)c2)CCN1CCc1ccccc1 (stereo unspecified)	-7	-14	-10	-11	1.3	5	1.2	0.3	-15	3	3.4
36	O=C(CSc1nc(-c2ccccc2)cs1)NC(=O)NCc1ccco1	-6	2	-12	-23	1.0	2	2.7	0.3	-20	-8	0.8
37	C/C=C/c1ccc(Oc2nnnn2-c2ccc(C(N)=O)cc2)c(OC)c1	-12	-5	4	78	2.8	2	-2.5	0.7	11	0	0.4
38	CC(=O)C1=C(O)C(=O)N(CCC(=O)O)C1c1ccc(Cl)cc1Cl (stereo unspecified)	5	-7	-10	59	-1.0	-9	1.3	2.7	-13	3	0.2
39	O=S(=O)(Cc1ccccc1)NCC1CCCN(Cc2cccc3nonc23)C1 (stereo unspecified)	-3	-8	13	227	0.7	2	-0.2	2.5	10	-16	5.7
40	CCn1cc(C(=O)Nc2cccc(NC(C)=O)c2)c2cc(OC)c(OC)cc2c1=O	3	-5	14	0	-0.6	-1	-1.6	1.8	12	0	2.2
41	CC1CCCCN1CCNC(=O)CN1C(=O)CSc2ccc(S(=O)(=O)N3CCCCC3)cc21 (stereo unspecified)	2	-1	18	-6	-0.3	2	-1.3	-1.5	25	4	2.0
42	O=C(O)/C=C\C(=O)Nc1ccc(OC(F)F)cc1	-6	-2	-2	-3	1.2	-3	0.8	0.9	10	-1	3.4
43	CC(=O)NS(=O)(=O)c1ccc(NC(=S)NC(=O)C(C)(C)C)cc1	19	-7	5	-16	-3.6	0	-1.1	1.0	13	-7	0.9
44	COc1ccc(CC(=O)Nc2cc(S(C)(=O)=O)ccc2Cl)cc1S(=O)(=O)N1CCOCC1	9	4	13	nt	-2.4	-1	nt	nt	-15	-5	2.9
45	CSc1ccccc1NC(=O)COC(=O)CCc1ccccc1	13	1	11	-12	-2.0	0	3.9	-0.3	10	7	2.6
46	Cc1nc2sc(C(c3cccs3)N3CC(C)CC(C)C3)c(O)n2n1 (stereo unspecified)	11	-10	5	201	-2.0	8	-1.2	-3.5	1	-3	2.0
47	CCCS(=O)(=O)N1CCN(C(=O)c2ccco2)CC1	10	-7	-10	-14	-1.6	3	-1.6	2.1	36	7	1.2
48	Cc1ccc(C(=O)NC(=S)Nc2ccc(N3CCOCC3)cc2)c(C)c1	0	-8	9	4	0.0	-14	2.4	2.8	2	-8	3.0
49	CC(CN(C)C)CN1c2ccccc2CCc2ccccc21 (stereo unspecified)	3	10	-29	-12	-0.5	6	-0.5	-1.4	-27	6	3.3
50	COc1ccc(S(=O)(=O)N/N=C\c2ccc([N+](=O)[O-])o2)c(OC)c1	4	6	-13	-19	-0.7	-21	24*	30*	-3	-1	9.6
51	CC(Sc1nnc2ccccn12)C(=O)NCc1ccc2c(c1)OCO2 (stereo unspecified)	11	3	-6	-1	-2.2	-6	-1.0	4.6	-23	-3	3.0
52	CC1CCC(NC(=O)c2ccc(CS(=O)(=O)Cc3ccccc3F)o2)CC1 (stereo unspecified)	0	-4	-29	-4	0.1	1	-2.0	0.5	2	-3	2.2
53	O=C(CCN1C(=O)c2ccncc2C1=O)NCc1ccc(Cl)cc1	5	3	-3	nt	-0.9	-8	-0.4	0.2	-12	1	1.6
54	CCc1ccc(-n2nnnc2SCC(=O)Nc2ccc(NC(C)=O)cc2)cc1	4	1	-14	-14	-0.8	15	0.4	1.0	1	-17	2.9
55	CCN(CC)CCNC(=O)c1ccc(NC(=O)Cc2cccc3ccccc23)cc1	-11	-10	-7	-5	1.8	10	-4.2	0.2	-20	2	0.6
56	COc1cc(C(=O)NNC(=O)c2cc(=O)[nH]c3ccccc23)cc(OC)c1OC	14	-9	12	-9	-2.2	-16	-0.6	-2.4	nt	-6	1.9
57	COc1ccccc1N1CCN(C2CCCN(C(=O)c3ccoc3)C2)CC1 (stereo unspecified)	8	-7	-2	139	-1.7	-2	2.5	1.9	-12	-5	0.9
58	Cc1cccc(Oc2cc(NC(=O)Cn3cnc([N+](=O)[O-])n3)cc([N+](=O)[O-])c2)c1	-53	-5	-11	-25	10	-14	-2.8	-1.9	-46	-5	1.9
